A549 viability = Nrf2 qHTS screen for inhibitors: counterscreen for cytotoxicity; A549 ARE-Fluc cells, CellTiter-Fluor viability, 18-24 h; hit rate 0.16% among 390,000; Potency, µM (series often up to 46 µM), for inactives: at the top dose activity change, negative = cytotoxicity, usual class: inhibitors; AID 504648, 2011; further: potency means the concentration at half of the fitted maximal effect; on the % scale 0 is the no-effect control and ±100 the full control effect
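A549 ARE-Fluc cells in 5% FBS OPTI-MEM, 5000 cells/well, rested 2 h then exposed to compounds in concentration-response for 18-24 h at 37 °C. Viability by CellTiter-Fluor fluorescence (Ex 405/Em 525) after 30 min; luciferase luminescence (BugLite, 15 min, RT) read afterwards.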
IL2 activator = qHTS of IL-2 Activators; IL-2 activation reporter assay, cell-based qHTS; stimulated with anti-CD3/CD4/CD28 beads; in transgenic mouse T cells; hit rate 0.065% among 360,000; activation, % (series mostly up to about 46 µM); in the data active means activation above about 50%; inconclusive means mostly about 30% to 49%; further: 0% is about no effect
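Readout is EGFP and DsRed signal by fluorescent plate cytometry after 18 h at 37 degrees C. Transgenic mouse T cells (750/well) received compound for 60 min before bead stimulation (anti-CD3, anti-CD4, anti-CD28); memory T cells served as non-tolerant control.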
EPAC2 ag = qHTS for Agonist of cAMP-regulated guanine nucleotide exchange factor 4 (EPAC2): primary screen; EPAC2 activation, biochemical qHTS; response scale: 100% = 6.5 mM cAMP response; Potency, µM (doses to about 154 µM), for the others: top-dose activation, most hits filed as activators; hit rate 0.079% among 360,000; Rap guanine nucleotide exchange factor 4 (Homo sapiens), Q8WZA2; further: potency means the concentration at half of the fitted maximal effect; nearly all actives have a fitted effect of over 50% in size
Target sequence (Q8WZA2 whole entry, looked up): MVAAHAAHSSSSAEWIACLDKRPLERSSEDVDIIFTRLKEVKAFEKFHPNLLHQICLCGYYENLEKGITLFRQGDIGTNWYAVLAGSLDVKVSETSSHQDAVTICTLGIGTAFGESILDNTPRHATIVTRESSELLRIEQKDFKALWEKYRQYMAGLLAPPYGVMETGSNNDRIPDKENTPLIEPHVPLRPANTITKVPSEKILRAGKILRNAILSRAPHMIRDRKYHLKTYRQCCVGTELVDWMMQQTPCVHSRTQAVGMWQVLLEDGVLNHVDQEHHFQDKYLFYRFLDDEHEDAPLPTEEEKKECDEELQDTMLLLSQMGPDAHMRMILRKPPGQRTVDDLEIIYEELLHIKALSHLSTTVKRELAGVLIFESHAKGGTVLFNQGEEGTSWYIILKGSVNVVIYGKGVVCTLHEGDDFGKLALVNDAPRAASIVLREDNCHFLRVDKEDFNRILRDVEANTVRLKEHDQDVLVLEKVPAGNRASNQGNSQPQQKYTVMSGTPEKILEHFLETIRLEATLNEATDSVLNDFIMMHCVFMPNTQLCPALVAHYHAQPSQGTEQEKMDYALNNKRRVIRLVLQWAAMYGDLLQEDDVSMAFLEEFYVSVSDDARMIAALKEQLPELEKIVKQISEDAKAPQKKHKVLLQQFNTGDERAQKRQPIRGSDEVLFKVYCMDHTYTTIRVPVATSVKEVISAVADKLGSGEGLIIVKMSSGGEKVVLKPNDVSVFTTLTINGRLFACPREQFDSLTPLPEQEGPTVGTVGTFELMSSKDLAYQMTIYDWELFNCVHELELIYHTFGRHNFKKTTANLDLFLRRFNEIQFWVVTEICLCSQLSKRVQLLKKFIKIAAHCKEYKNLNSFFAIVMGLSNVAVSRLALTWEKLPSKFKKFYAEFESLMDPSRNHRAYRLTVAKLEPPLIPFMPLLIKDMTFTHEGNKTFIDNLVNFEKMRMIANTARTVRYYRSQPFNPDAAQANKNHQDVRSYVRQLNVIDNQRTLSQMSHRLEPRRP
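qHTS, titration series. 100 nM EPAC2 / 250 nM Rap1B-BODIPY-GDP / 50 uM GDP; RT; ex 480/em 540 nm, 5-min reads to 30 min. Norm. to 6.5 mM cAMP = activation.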
ATXN viability = Viability Counterscreen for Primary qHTS for Inhibitors of ATXN expression. AID 651635, 2014. Potency, µM (series often up to 56.7 µM), actives largely listed as cytotoxic. hit rate 0.49% among 400,000. S2 cells (HEK-293 line with an ATXN2-luciferase reporter) viability, CellTiter-Fluor protease fluorescence, 24 h; further: potency means the concentration at half of the fitted maximal effect; nearly all actives have a fitted effect of over 40% in size
HepG2 tox = qHTS for Inhibitors of TGF-b: Cytotox Counterscreen. AID 588856, 2011. HepG2 CAGA-GFP viability, ATP luminescence, 18 h. hit rate 0.76% among 410,000. Potency, µM (doses to about 46.1 µM), inactives show at the top dose activity change, negative = cytotoxicity, most hits filed as cytotoxic; further: potency means the concentration at half of the fitted maximal effect; some results filed as inactive show a strong effect at the top dose
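HepG2 CAGA-GFP cells (1000/well, DMEM with 1% FBS) received compound, then TGF-beta at 500 pg/mL final, and were incubated 18 hours at 37 degrees C. Viability was read by CellTiter-Glo luminescence. Media-only wells were set as complete cell-killing and DMSO as no toxicity.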
TGFb SMAD3 inh = qHTS for Inhibitors of TGF-b; HepG2 CAGA-GFP TGF-b/SMAD3 reporter, GFP fluorescence, 18 h; TGF-beta stimulated, 500 pg/mL final; AID 588855, 2011; hit rate 1.2% among 410,000; Potency, µM (highest dose often 46.1 µM), for the others: at the highest dose activity, negative = inhibition, hits mostly inhibitors; further: potency means the concentration at half of the fitted maximal effect; on the % scale 0 is the no-effect control and ±100 the full control effect; nearly all actives have a fitted effect of over 65% in size
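TGF-beta reporter screen: HEPG2 CAGA-GFP, 1% FBS, 500 pg/mL TGF-beta final, 18 h; per-cell GFP summed per well; curves fitted and categorized by class.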
ATXN2 expr inh = Primary qHTS for Inhibitors of ATXN expression; HEK-293 ATXN2-luciferase reporter, luminescence, 24 h; Potency, µM (top dose mostly 57 µM), for the others: top-dose activity change, negative = inhibition, most hits filed as inhibitors; hit rate 0.72% among 360,000; AID 1745845, 2022; further: potency means the concentration at half of the fitted maximal effect; on the % scale 0 is the no-effect control and ±100 the full control effect; nearly all actives have a fitted effect of over 55% in size
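qHTS (up to 57 uM final) was run with 24 h compound exposure of reporter cells at 37 °C. Each well was multiplexed: SteadyGlo luminescence measured ATXN2-luciferase expression after a fluorogenic Gly-Phe-AFC viability readout (25 uM final).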
Nrf2 inh = Nrf2 qHTS screen for inhibitors; A549 ARE-Fluc reporter, luciferase luminescence, 18-24 h; Potency, µM (top dose mostly 46 µM), without a hit: top-dose activity change, negative = inhibition, actives largely listed as inhibitors; hit rate 2.1% among 360,000; further: potency means the concentration at half of the fitted maximal effect; on the % scale 0 is the no-effect control and ±100 the full control effect; nearly all actives have a fitted effect of over 60% in size
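A549 ARE_Fluc cells, 5000/well, 5% FBS OPTI-MEM; compounds in dose-response, 18-24 h at 37 °C/5% CO2; CellTiter-Fluor viability read (Ex 405/Em 525), then BugLite luciferase luminescence = Nrf2 activity.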
Nrf2 activator = qHTS of Nrf2 Activators; AREc32 ARE-luciferase reporter (MCF7-derived line), luminescence, 24 h; Potency, µM (series often up to 46.1 µM), for inactives: at the top dose activation, actives largely listed as activators; hit rate 0.31% among 410,000; further: potency means the concentration at half of the fitted maximal effect; % of control where 0% means no effect; nearly all actives have a fitted effect of over 65% in size
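Quantitative high-throughput format: AREc32 reporter cells, 1000 per well, received compound by pin transfer and were incubated 24 hr at 37 deg C, 5% CO2, before Steady-Glo luminescence detection.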
* = called active by the depositor; i = inactive; ? = inconclusive; / = not tested or not shown; & = joins results of further samples; [ ] = remark or other dose. Unless noted, the call rests on the fitted dose curve; in most records, active means well fitted curve in the direction sought with a large enough effect; inconclusive means small, poorly fitted or top-dose-only effect, or another doubt; inactive means no such curve, though single readings can be large; an effect the other way counts as inactive or inconclusive.

SMILES	A549 viability	IL2 activator	EPAC2 ag	ATXN viability	HepG2 tox	TGFb SMAD3 inh	ATXN2 expr inh	Nrf2 inh	Nrf2 activator
O=C(CN1C(=O)CCSc2ccccc21)Nc1ccc2c(c1)OCO2	-6%	-2.3	-3%	i	-3%	-4%	-6%	/	0.2%
CS(=O)(=O)Nc1cccc(-c2cc(NC=O)c3ncc(-c4ccc(F)c(Cl)c4)n3c2)c1	/	0.0	0%	?	1%	?	?	/	4.6%[9.22 µM]
COc1ccccc1NS(=O)(=O)c1cccc(C(=O)N/N=C2\CC(=O)CC(C)(C)C2)c1	-3%	0.5	-12%	i	9%	2%	1%	-12%	0.1%
CCOC(=O)c1c(C)[nH]c(C(=O)OCC(=O)NCc2ccc(OC)c(OC)c2)c1C	-2%	-5.6	-12%	i	-8%	?	-19%	?	0.3%
CC(Nc1ccc(-c2nc(-c3ccncc3)no2)cc1[N+](=O)[O-])c1ccccc1 (centres undefined)	-2%	/	/	i	2%	0%	0%	10%	3.5%
C=C(C)CSc1nc2sc3c(c2c(=O)n1Cc1ccccc1)CC(C)(CC)OC3 (centres undefined)	11%	/	/	/	-21%	-15%	/	-14%	0.7%
Cc1nnc(SCc2nnc(-c3ccc(Cl)cc3)o2)n1-c1ccccc1	0%	-6.2	11%	i	2%	-16%	5%	-11%	9.8%
O=C(CSc1nnc(NC(=O)c2ccccc2)s1)NC1CCCC1	-1%	0.5	3%	i	-1%	15%	-7%	?	4.6%
CCn1c(=O)c(C(=O)Nc2ccccc2S(N)(=O)=O)c(O)c2ccccc21	?	0.5	20%	i	9%	?	22%	?	3.6%
O=C(Cc1c(F)cccc1Cl)Nc1ccccc1N1CCCCC1	6%	-0.9	2%	i	-19%	?	-38%	?	-0.1%
COc1cc(N(C(=O)Cc2cccs2)C(C(=O)NC2CCCCC2)c2ccc(C)cc2)ccc1-n1cnnn1 (centres undefined)	-6%	-0.2	-13%	i	13%	3%	-10%	4%	-0.6%
OC1CCN(c2c3c(nc4cc(-c5ccc(Cl)cc5)nn24)CCC3)CC1	-4%	0.5	5%	i	-9%	?	5%	/	3.6%
CC(C)[C@@H](N)C(=O)N/N=C/c1ccc2ncccc2c1	-1%	-0.2	7%	i	3%	10%	18%	7%	0.3%
CN(C)C(CNC(=O)CSc1nc2ccccc2c(=O)n1Cc1ccco1)c1ccccc1 (centres undefined)	-1%	-4.7	11%	i	-22%	-10%	-9%	7%	2.0%
COc1ccc(C(=O)NCC2CCCN2S(=O)(=O)c2cccs2)cc1 (centres undefined)	6%	0.7	0%	i	-34%	-7%	-2%	2%	2.1%
COc1cccc(NC(=O)CN(C)CC(=O)Nc2ccc(C)c([N+](=O)[O-])c2)c1	-9%	-0.8	10%	i	14%	-8%	14%	-28%	-0.1%
CCCCC[C@H]1CN(Cc2ccc(OC)cc2)C(=O)[C@@H]1CC(=O)NCc1ccccc1	-22%	-1.0	14%	?	-67%&-52%	?	0%	?	0.2%
O=C(/C=C/c1cccc(Br)c1)NCC1CCCCC1	2%	0.0	6%	i	0%	15%	0%	-19%	-0.5%
Cc1ccc(CN(C)C(=O)COC(=O)CSc2ccc([N+](=O)[O-])cc2)cc1	-8%	-6.4	0%	i	3%	0%	6%	21%	-0.3%
COCCN(C(=O)CNC(=O)c1ccco1)C(C(=O)NC1CCCC1)c1cccc(OC)c1 (centres undefined)	-7%	-0.1	5%	i	-18%	14%	-1%	4%	0.4%

In another format: two of the compounds above
Fields: A549 viability, IL2 activator, EPAC2 ag, ATXN viability, HepG2 tox, TGFb SMAD3 inh, ATXN2 expr inh, Nrf2 inh, Nrf2 activator
- COc1cc(N(C(=O)Cc2cccs2)C(C(=O)NC2CCCCC2)c2ccc(C)cc2)ccc1-n1cnnn1 (centres undefined)
 : -6%, -0.2, -13%, i, 13%, 3%, -10%, 4%, -0.6%
- CS(=O)(=O)Nc1cccc(-c2cc(NC=O)c3ncc(-c4ccc(F)c(Cl)c4)n3c2)c1
 : /, 0.0, 0%, ?, 1%, ?, ?, /, 4.6%[9.22 µM]

(next part)
SMILES	A549 viability	IL2 activator	EPAC2 ag	ATXN viability	HepG2 tox	TGFb SMAD3 inh	ATXN2 expr inh	Nrf2 inh	Nrf2 activator
C=CCN(c1cccc(C(F)(F)F)c1)S(=O)(=O)c1cccc(C(=O)OCC(=O)NC)c1	0%	1.2	-2%	i	-4%	0%	-3%	?	0.1%
CC(=O)[C@@H]1[C@@H]2C(=O)N(c3ccccc3F)C(=O)[C@@H]2[C@H]2c3ccccc3C=NN12	-1%	0.0	9%	i	-18%	0%	-36%	2%	-0.1%
C=CCn1c(SCC(=O)NCC2CCCO2)nc2c([nH]c3ccccc32)c1=O (centres undefined)	2%	-2.8	4%	i	-8%	4%	4%	?	2.4%
COc1ccc(CC(=O)N2N=C(C)CC2(O)c2cccnc2)cc1 (centres undefined)	0%	-3.0	0%	i	-3%	11%	6%	4%	0.1%
CNC[C@H]1Oc2c(NC(=O)c3ccc(-c4nccs4)cc3)cccc2C(=O)N([C@@H](C)CO)C[C@@H]1C	-5%	-0.1	1%	i	-3%	5%	4%	12%	-0.3%
CC(Oc1cc2oc(=O)c3c(c2cc1Cl)CCCC3)C(=O)NCC1CCC(C(=O)O)CC1 (centres undefined)	2%	-2.4	4%	i	-4%	-2%	13%	-5%	-0.3%
COc1ccc(NC(=O)CCS(=O)(=O)c2ccc3nc(C)sc3c2)cc1OC	8%	-1.2	3%	i	-13%	4%	-1%	-28%	-0.4%
COc1ccc(C#Cc2c(-c3ccccc3)n(-c3ccccc3)c3ccc(CO)cc23)cc1	-5%	-3.1	10%	i	-33%	?	5%	1%	-2.5%
Cc1c(N(C)S(=O)(=O)c2cc(C(=O)Nc3ccccn3)ccc2Cl)c(=O)n(-c2ccccc2)n1C	-2%	-5.7	2%	i	-1%	0%	9%	8%	-0.7%
Cc1nonc1OCCn1nnnc1N	1%[1.84 µM]	-2.8	6%	i	4%	14%	3%	-21%	-0.5%
COc1ccc(CCNC(=O)CCc2cc(OC)c(OC)c(OC)c2)cc1OC	2%	1.4	6%	?	6%	10%	-17%	9%	-0.6%
COc1cccc(NC(=O)C(=O)NCCc2csc(-c3ccc(C)cc3)n2)c1	0%	/	/	/	-2%	-13%	/	/	3.8%
COC(C[C@H]1O[C@H]1C(=O)[C@@H](C)OCc1ccccc1)OC	-2%	0.7	2%	i	-7%	-5%	6%	4%	3.1%
CCSc1nc2c(c(=O)n1-c1ccc(F)cc1)SCC2	-12%	0.1	1%	i	5%	-19%	-4%	-4%	-0.6%
O=C(COc1ccccc1)Nc1cc(C(F)(F)F)ccc1N1CCCC1	-10%	1.4	6%	i	-2%	?	?	?	3.3%
Cc1ccc(/C=C2/C(=O)N=C(N)N2C)s1	?	0.3	7%	i	-7%	1%	15%	?	-0.4%
CCN(CC)S(=O)(=O)c1ccc(C(=O)Nc2cccc(C)c2)cc1	-26%	-0.9	10%	i	8%	43%	27%	?	2.5%
CC(SCC(=O)O)c1nc2ccccc2[nH]1 (centres undefined)	-3%	3.8	3%	i	8%	-9%	3%	-2%	0.2%
O=C(CCCCCN1C(=O)[C@@H]2Cc3ccccc3CN2C1=O)Nc1cccc(F)c1	2%	-4.8	5%	i	-19%	?	-31%	?	0.0%
Nc1nc2ccc(Cl)cc2o1	0%	-0.9	-8%	?	-19%	5%	3%	0%	-0.8%
CCNc1ncnc2c1cnn2C	2%	6.6	-1%	i	7%	5%	7%	2%	0.3%
O=C(COC(=O)Cc1c[nH]c2ccccc12)Nc1cc(S(=O)(=O)N2CCOCC2)ccc1Cl	12%	0.3	8%	/	-7%	6%	/	-2%	-0.2%

As a short view, eleven of the compounds above.
SMILES	A549 viability	IL2 activator	EPAC2 ag	ATXN viability	HepG2 tox	TGFb SMAD3 inh	ATXN2 expr inh	Nrf2 inh	Nrf2 activator
CC(Oc1cc2oc(=O)c3c(c2cc1Cl)CCCC3)C(=O)NCC1CCC(C(=O)O)CC1 (centres undefined)	2%	-2.4	4%	i	-4%	-2%	13%	-5%	-0.3%
COc1ccc(NC(=O)CCS(=O)(=O)c2ccc3nc(C)sc3c2)cc1OC	8%	-1.2	3%	i	-13%	4%	-1%	-28%	-0.4%
COc1ccc(C#Cc2c(-c3ccccc3)n(-c3ccccc3)c3ccc(CO)cc23)cc1	-5%	-3.1	10%	i	-33%	?	5%	1%	-2.5%
Cc1c(N(C)S(=O)(=O)c2cc(C(=O)Nc3ccccn3)ccc2Cl)c(=O)n(-c2ccccc2)n1C	-2%	-5.7	2%	i	-1%	0%	9%	8%	-0.7%
Cc1nonc1OCCn1nnnc1N	1%[1.84 µM]	-2.8	6%	i	4%	14%	3%	-21%	-0.5%
COc1ccc(CCNC(=O)CCc2cc(OC)c(OC)c(OC)c2)cc1OC	2%	1.4	6%	?	6%	10%	-17%	9%	-0.6%
COc1cccc(NC(=O)C(=O)NCCc2csc(-c3ccc(C)cc3)n2)c1	0%	/	/	/	-2%	-13%	/	/	3.8%
COC(C[C@H]1O[C@H]1C(=O)[C@@H](C)OCc1ccccc1)OC	-2%	0.7	2%	i	-7%	-5%	6%	4%	3.1%
CCSc1nc2c(c(=O)n1-c1ccc(F)cc1)SCC2	-12%	0.1	1%	i	5%	-19%	-4%	-4%	-0.6%
O=C(COc1ccccc1)Nc1cc(C(F)(F)F)ccc1N1CCCC1	-10%	1.4	6%	i	-2%	?	?	?	3.3%
Cc1ccc(/C=C2/C(=O)N=C(N)N2C)s1	?	0.3	7%	i	-7%	1%	15%	?	-0.4%

Source: PubChem BioAssay
